Screens: PubChem, National Center for Advancing Translational Sciences (NCATS)
TRHR enhancer = allosterically enhances the human TRH receptor. TRHR cells, fluo-8 calcium fluorescence, EC20 TRH enhancement. enhancement, % at 2 µM. P34981. hit rate 0.66% among 360,000; in the data active = enhancement above about 30%; also: 0% is about no effect
Target sequence (P34981 whole entry, looked up): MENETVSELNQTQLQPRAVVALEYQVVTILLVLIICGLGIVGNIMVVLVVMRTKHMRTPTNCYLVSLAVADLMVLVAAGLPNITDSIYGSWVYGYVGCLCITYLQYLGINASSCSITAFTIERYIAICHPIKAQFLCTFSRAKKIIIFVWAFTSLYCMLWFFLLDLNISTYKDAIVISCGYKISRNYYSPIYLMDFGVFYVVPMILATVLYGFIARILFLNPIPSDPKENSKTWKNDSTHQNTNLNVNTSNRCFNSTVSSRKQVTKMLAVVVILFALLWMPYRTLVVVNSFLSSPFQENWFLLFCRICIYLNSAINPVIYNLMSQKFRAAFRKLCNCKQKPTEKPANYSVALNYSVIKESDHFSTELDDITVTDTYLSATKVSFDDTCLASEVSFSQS
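TRHR-expressing cells loaded with fluo-8 calcium dye were read kinetically (ex 480/em 530) during compound addition, then stimulated with an EC20 of TRH (10 nM final). Enhancement of the Gq-mediated intracellular calcium response was scored.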
D2 potentiator = positive allosteric modulators of human D2 dopamine receptor | potentiation, % at 10 µM | HEK293 T-REx D2, calcium flux, EC20 dopamine potentiation | hit rate 0.34% among 340,000 | P14416 | AID 485347;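 active = potentiation over 3 SD above the plate norm, cut at about 30% in these data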; also: 0% is about no effect
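Primary screen. Calcium kinetics in induced HEK293 T-REx D2 cells: compound pre-addition 180 s, EC20 dopamine, 180 s more.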
D2 agonist = activates the human D2 dopamine receptor | P14416 | HEK293 T-REx D2 cells, calcium flux agonist mode | activation, % at 2 µM | hit rate 0.53% among 340,000 | AID 485358;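 active = activation over 3 SD above normal in the single-dose calcium agonist read, cut at about 30% in these data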; also: 0% is about no effect
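Tetracycline-induced HEK293 T-REx cells with force-coupled D2 receptor, plated overnight at 30 C, loaded with no-wash calcium dye. After a 10 s baseline, compound was pin-added and calcium flux read kinetically for 180 s; calcium rises flagged agonists.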
D1 antagonist = human D1 dopamine receptor antagonism. P21728. HEK293 TREx D1 cells, calcium flux, dopamine EC80; hits give low values. activity change, negative = inhibition, % at 10 µM. hit rate 3.2% among 360,000. AID 504652; in the data active = activity change below about -30%; also: % is scaled to controls: 0 for no effect and ±100 for the full control effect
Target sequence (P21728 whole entry, looked up): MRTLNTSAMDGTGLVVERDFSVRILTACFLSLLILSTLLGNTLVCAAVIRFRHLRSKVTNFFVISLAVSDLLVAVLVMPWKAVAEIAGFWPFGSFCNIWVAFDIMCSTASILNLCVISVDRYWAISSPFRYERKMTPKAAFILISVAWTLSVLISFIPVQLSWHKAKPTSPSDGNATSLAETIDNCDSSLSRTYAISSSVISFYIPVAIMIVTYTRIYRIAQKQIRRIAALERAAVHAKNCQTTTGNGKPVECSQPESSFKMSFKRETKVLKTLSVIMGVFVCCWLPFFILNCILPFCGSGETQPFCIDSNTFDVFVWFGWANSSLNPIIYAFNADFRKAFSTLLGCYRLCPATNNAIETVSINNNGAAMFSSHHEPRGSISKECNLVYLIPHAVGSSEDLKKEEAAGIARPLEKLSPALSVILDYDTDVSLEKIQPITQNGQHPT
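Using tetracycline-induced force-coupled D1 Hek293 cells and a calcium dye, signals were followed for 180 s after compound, then for 180 s after EC80 dopamine, to detect inhibitors.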
RXFP1 agonist = activates the human relaxin receptor RXFP1. Q9HBX9. hit rate 0.3% among 370,000. HEK293T-RXFP1 cAMP TR-FRET, 30 min; response scale: percent of porcine relaxin response, buffer zero. Potency, µM (highest dose often 57.5 µM), without a hit: at the highest dose activation, hits mostly activators; active = well fitted activation curve with a large enough effect; also: potency is read from the fitted curve at half-maximal effect; % is scaled to controls: 0 for no effect and ±100 for the full control effect; nearly all actives have a fitted effect of over 60% in size; many of its hits are not listed in these tables
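cAMP rise read by TR-FRET after 30 min, 37C compound exposure (up to 58 uM) in RXFP1-transfected HEK293 cells with Ro 20174 present. EC50 from Hill-equation fits, with 29 nM porcine relaxin as 100% and buffer as basal.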
D1 PAM = human D1 dopamine receptor positive modulation. potentiation, % at 10 µM. HEK293 TREx D1 cells, calcium flux, dopamine EC20 potentiation. hit rate 0.036% among 360,000. P21728; in the data active = potentiation above about 30%; also: 0% is about no effect
D1 agonist = human D1 receptor agonism. P21728. HEK293 T-REx D1 cells, calcium flux, agonist mode. activation, % at 2 µM. hit rate 1% among 360,000; in the data active = activation above about 30%; also: 0% is about no effect
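Tetracycline-induced HEK293 TREx D1 cells, force-coupled to calcium signalling, were dye-loaded with a no-wash calcium kit. Compound was pin-added after a 10 s baseline. Fluorescence was read kinetically at 1 cycle/s for 180 s, with calcium rises flagged as agonism.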
D2 antagonist = antagonizes the human D2 dopamine receptor. P14416. HEK293 TREx D2 cells, calcium flux, dopamine EC80. inhibition, % at 10 µM. hit rate 2% among 340,000; in the data active = inhibition above about 30%; also: 0% is about no effect
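Overnight-induced (tetracycline, 30 C) HEK293 T-REx cells carrying force-coupled D2 receive a no-wash calcium dye, then compound, then EC80 dopamine at 180 s; signals are read kinetically throughout.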
RXFP1 antagonist = RXFP1 (human) relaxin receptor antagonism | Q9HBX9 | hit rate 0.59% among 350,000 | AID 1259400 | activity change, negative = inhibition, % at 57.5 µM | HEK293-RXFP1, relaxin-stimulated cAMP HTRF, 30 min; hits give low values;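 active = activity change of -60% or lower, but not beyond a set lower limit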; also: % is scaled to controls: 0 for no effect and ±100 for the full control effect
An asterisk follows results filed as active; x = no result given; & = joins results of further samples; ! = a repeat was not active. This is a subset (hit frequency here may not be typical).

Short keys – A = TRHR enhancer; B = D2 potentiator; C = D2 agonist; D = D1 antagonist; E = RXFP1 agonist; F = D1 PAM; G = D1 agonist; H = D2 antagonist; I = RXFP1 antagonist
CSc1nc2nc3c(cc2c(=O)[nH]1)C(O)Oc1ccc(C)cc1-3 (configuration not stated)
  A: -1; B: 1; C: -0.4; D: -29; E: -1.5%; F: -3; G: 0; H: -18; I: -2

Cc1cc(OCc2cc(C(=O)N(C)CC3CCOCC3)no2)cc(C)c1Cl
  A: 1; B: 12; C: -0.4; D: -8; E: -1.6%; F: -11; G: 13; H: -4; I: -2

CCOC(=O)c1sc(NC(=O)Cc2ccc(F)cc2)nc1C
  A: 11; B: 18; C: 0.3; D: -24; E: 0.9%; F: -6; G: 9; H: -4; I: -2

Cn1ncc(Cl)c1C(=O)NC1CCCC1
  A: 3; B: -5; C: 0.5; D: -14; E: 0.9%; F: -2; G: 3; H: -3; I: 1

Cc1ccc2c(c1)c1c(c(=O)n(-c3ccccc3C)c(=O)n1Cc1ccccc1F)n2C
  A: -2; B: 4; C: -0.8; D: 1; E: 11%; F: -1; G: 3; H: x; I: x

Cc1c(NC(=O)c2n[nH]c(=O)c3ccccc23)c(=O)n(-c2ccccc2)n1C
  A: 2; B: -4; C: -0.3; D: -7; E: 0.0%; F: -9; G: 0; H: 8; I: -8

O=C(Nc1ccc(F)cc1)c1ccc(C(=O)N2CCCC(O)C2)cc1 (configuration not stated)
  A: -3; B: x; C: x; D: -10; E: -1.6%; F: 0; G: 0; H: x; I: x

COc1ccc(C(CC(=O)Nc2ccc(F)c(Cl)c2)N2Cc3ccccc3C2=O)cc1OC (configuration not stated)
  A: 0; B: -2; C: -0.7; D: 3; E: -0.7%; F: -1; G: 2; H: x; I: x

Cc1ccc(/C=N/NC(=O)CSc2nc3ccccc3c(=O)n2-c2ccccc2C)s1
  A: -5; B: x; C: x; D: 25; E: 1.0%; F: -4; G: 4; H: x; I: -13

Cc1[nH]nc2c1C(c1cn[nH]c1-c1ccc(F)cc1)C(C#N)=C(N)O2 (configuration not stated)
  A: 16; B: 20; C: 0.7; D: -2; E: 1.0%; F: -2; G: 0; H: -12; I: 1

CC(=O)Nc1ccc(S(=O)(=O)N2CCC(C(=O)NCCC(=O)NCc3ccccc3)CC2)cc1
  A: -1; B: x; C: x; D: 0; E: 5.5%; F: 0; G: 2; H: x; I: 11

Cc1ccc(/C=C/S(=O)(=O)NCC(=O)OCC(=O)Nc2c(F)cccc2F)cc1
  A: -7; B: 5; C: 0.2; D: -13; E: 0.1%; F: -4; G: 2; H: -23; I: -14

CO/N=C(/C)CCS(=O)(=O)c1ccccc1
  A: 0; B: 5; C: 2.7; D: -1; E: -0.3%; F: 2; G: 2; H: -5; I: -3

CCN(CC)CC(=O)NN=C(c1ccccc1)c1ccccc1
  A: -10; B: -2; C: -0.2; D: -15; E: -2.6%; F: 5; G: 1; H: -7; I: -5

CCN(CC)c1ncnc2c1cnn2-c1cc(Cl)ccc1C
  A: 0; B: 19; C: 0.8; D: -4; E: -0.6%; F: 3; G: -3; H: x; I: -15

O=[N+]([O-])c1cc(Cl)ccc1Sc1ccccn1
  A: 4; B: 2; C: -1.4; D: -1; E: -0.6%; F: -1; G: 1; H: 5; I: 1

CCCc1nn2c(=O)cc(COC(=O)c3ccc(NC(=O)c4cccs4)cc3)nc2s1
  A: 4; B: 5; C: 1.0; D: 10; E: 2.2%; F: 0; G: 0; H: x; I: -29

CCCN1C(=S)c2ccccc2C1c1ccccc1 (configuration not stated)
  A: 19; B: 2; C: 1.0; D: -3; E: -2.9%; F: -2; G: 6; H: 22; I: 3

Cc1cc(C)n(CCOc2ccc(Br)cc2)n1
  A: -3; B: 3; C: -0.3; D: -4; E: -1.3%; F: -3; G: 3; H: 4; I: 0

COc1ccc(N2CCN(/C(=N\S(=O)(=O)c3ccc(C)cc3)Nc3nc(C)cc(C)n3)CC2)cc1
  A: -6; B: 8; C: -0.6; D: 6; E: 0.4%; F: 0; G: 1; H: -8; I: -1

COCCn1c(C)cc(O)c(C(c2ccc(Cl)cc2)N2CCN(c3ccccc3)CC2)c1=O (configuration not stated)
  A: -13; B: -14; C: 21; D: -12; E: 6.2%; F: 1; G: -1; H: x; I: -18

COc1ccc(-c2csc3ncnc(N4CCN(S(=O)(=O)c5ccc(C(C)=O)cc5)CC4)c23)cc1
  A: 3; B: 3; C: -0.5; D: -5; E: 2.2%; F: -4; G: 5; H: 7; I: -3

COc1ccc(-c2oc3ncn4nc(COc5cccc(C)c5C)nc4c3c2-c2ccc(OC)cc2)cc1
  A: 9; B: 10; C: -2.0; D: -5; E: 2.9%; F: -3; G: 3; H: x; I: x

O=C1C2C(c3ccccc3)CC=CC2[C@H](c2ccc(C(F)(F)F)cc2)N1Cc1ccccc1 (some centres not stated)
  A: 1; B: 5; C: -1.1; D: 7; E: 0.3%; F: 1; G: 5; H: -14; I: x

CCN(c1ccccc1C)S(=O)(=O)c1cc2c3c(c1)CCC(=O)N3CCC2
  A: -7; B: 41*; C: -0.9; D: 5; E: 0.0%; F: 2; G: 2; H: 21; I: -20

O=C(NC1CCCCCC1)C(=S)NCc1ccccc1
  A: 1; B: -7; C: -1.5; D: 22; E: -0.7%; F: 11; G: 3; H: 15; I: -25

O=C(Nc1ccc(Oc2ncnc3cc(Cl)ccc23)nc1)c1cccs1
  A: 23; B: 3; C: 0.6; D: -6; E: 13%; F: 0; G: 0; H: 13; I: 2

Cc1ccc(NC(=O)c2sc3ccccc3c2Cl)nc1
  A: -1; B: -15; C: -0.2; D: 7; E: 3.2%; F: -9; G: 9; H: -3; I: 24

Cc1ccc(C)c(NC(=S)c2ccccn2)c1
  A: -6; B: 0; C: -0.5; D: -3; E: 1.5%; F: 1; G: 3; H: -4; I: -3

Cc1ccccc1SCc1noc(C(=O)NCC2CCCO2)c1C(=O)O (configuration not stated)
  A: -2; B: -7; C: 0.4; D: 12; E: -0.8%; F: 3; G: -2; H: 15; I: x

COc1cc(NC(=O)c2ccccc2Cl)c(OC)cc1NC(=O)CN1CCCCC1
  A: 7; B: 2; C: -0.9; D: 13; E: -0.7%; F: -2; G: 3; H: -9; I: -5

CC(c1ccccc1)C1C(C#N)=C(N)SC(N)=C1C#N (configuration not stated)
  A: 14; B: 13; C: 0.8; D: -13; E: -0.9%; F: 3; G: 2; H: 9; I: 4

COc1ccc(S(=O)(=O)NCc2ccc(C(=O)NCCCN3CCCC(C)C3)cc2)cc1 (configuration not stated)
  A: 0; B: x; C: x; D: 3; E: 0.0%; F: -3; G: 1; H: x; I: -4

CSCCC(NS(=O)(=O)c1ccc2c(c1)oc(=O)n2C)C(=O)NCc1ccc(Cl)cc1 (configuration not stated)
  A: -12; B: -10; C: -0.7; D: -4; E: 1.4%; F: -6; G: 0; H: x; I: 1

CCOc1ccccc1NC(=O)C1CCN(S(=O)(=O)c2c(C)noc2/C=C/c2ccco2)CC1
  A: -10; B: 0; C: 0.6; D: -3; E: 2.1%; F: 8; G: 1; H: x; I: -13

COc1ccc(-n2nnnc2SCC(=O)NCCc2ccccc2)cc1OC
  A: -2; B: -4; C: -1.8; D: 57; E: 2.1%; F: -5; G: 9; H: 18; I: 3

O=C(Nc1cc(C(=O)N2CCCC2)ccc1N1CCCC1)c1ccccc1F
  A: 1; B: 2; C: 0.7; D: 7; E: -1.0%; F: -1; G: 2; H: 8; I: -26

Cc1c(Cl)cccc1Nc1nc(N)nc(CSc2nc3ccccc3s2)n1
  A: 0&4; B: 15&-2; C: 2.7&0.1; D: -44*!; E: -0.7%&0.4%; F: -2&-7; G: 4&10; H: -8; I: -7

CC(C)c1ccc(NC2CCCN(C(=O)CCc3cn[nH]c3)C2)cc1 (configuration not stated)
  A: 3; B: 1; C: -0.1; D: 6; E: 1.0%; F: -11; G: 3; H: 1; I: -12

Cc1cccc(NC(=O)c2cccc(Cn3cc(Br)c([N+](=O)[O-])n3)c2)c1C
  A: -9; B: -1; C: 0.4; D: -11; E: 2.9%; F: -2; G: 7; H: -10; I: -9

Cc1cc(OCC(=O)OCC(=O)NCCN2C(=O)CSC2=O)ccc1Cl
  A: 3; B: 0; C: 0.4; D: -22; E: 0.2%; F: -6; G: 1; H: -2; I: -8

CCCn1c2c(c(O)c(C(=O)Nc3nc(C)cs3)c1=O)CCCC2
  A: 15; B: 7; C: -0.3; D: -11; E: 1.1%; F: 1; G: 2; H: 14; I: x

CCN(CC)S(=O)(=O)c1ccc(C)c(NC(=O)CSc2ncc(C(F)(F)F)cc2Cl)c1
  A: -14; B: -3; C: -0.4; D: -14; E: 3.3%; F: -4; G: 6; H: -3; I: -17

COC(=O)CSc1nnc(C)n1-c1cccc(C#N)c1
  A: -2; B: 0; C: 0.7; D: -5; E: -0.7%; F: 2; G: 0; H: -8; I: 0

COc1ccc(OC)c(NC(=O)C2CCCN(S(=O)(=O)c3c(C)nn(C)c3C)C2)c1 (configuration not stated)
  A: 2; B: 5; C: -0.1; D: -7; E: -0.2%; F: 4; G: -2; H: x; I: x

N=C(N)c1ccccc1
  A: -3; B: -6; C: -0.7; D: 18; E: 0.0%; F: -7; G: 2; H: 5; I: x

CCCCc1noc2c1/C(=N\O)CC(c1ccccc1)C2 (configuration not stated)
  A: -6; B: 8; C: 0.2; D: 5; E: -0.5%; F: -4; G: 1; H: -21; I: -3

OCC[C@H]1C[C@H](O)[C@@H](O)[C@]2(CCCc3ccccc3O2)O1
  A: 3; B: -20; C: -0.6; D: -10; E: 0.3%; F: -5; G: 0; H: 8; I: x

Records above that bear a hit mark in D1 antagonist.
| mol | TRHR enhancer | D2 potentiator | D1 antagonist | RXFP1 agonist | D1 PAM | D1 agonist | D2 antagonist | RXFP1 antagonist |
| --- | --- | --- | --- | --- | --- | --- | --- | --- |
| Cc1c(Cl)cccc1Nc1nc(N)nc(CSc2nc3ccccc3s2)n1 | 0&4 | 15&-2 | -44*! | -0.7%&0.4% | -2&-7 | 4&10 | -8 | -7 |

For convenience, some entries already given:
Short keys – A = TRHR enhancer; B = D2 potentiator; C = D2 agonist; D = D1 antagonist; E = RXFP1 agonist; F = D1 PAM; G = D1 agonist; H = D2 antagonist; I = RXFP1 antagonist
COc1cc(NC(=O)c2ccccc2Cl)c(OC)cc1NC(=O)CN1CCCCC1
  A: 7; B: 2; C: -0.9; D: 13; E: -0.7%; F: -2; G: 3; H: -9; I: -5

CC(c1ccccc1)C1C(C#N)=C(N)SC(N)=C1C#N (configuration not stated)
  A: 14; B: 13; C: 0.8; D: -13; E: -0.9%; F: 3; G: 2; H: 9; I: 4

COc1ccc(S(=O)(=O)NCc2ccc(C(=O)NCCCN3CCCC(C)C3)cc2)cc1 (configuration not stated)
  A: 0; B: x; C: x; D: 3; E: 0.0%; F: -3; G: 1; H: x; I: -4

CSCCC(NS(=O)(=O)c1ccc2c(c1)oc(=O)n2C)C(=O)NCc1ccc(Cl)cc1 (configuration not stated)
  A: -12; B: -10; C: -0.7; D: -4; E: 1.4%; F: -6; G: 0; H: x; I: 1
